CHX counter = counter-screen for Shiga toxin inhibitors: cycloheximide protein synthesis inhibition | cell reporter, cycloheximide protein synthesis inhibition counterscreen | max response, % | 300,000 tested, 12% active; in the data active = max response mostly above about 13%, no sharp cut-off; inactive = mostly below about 14%; note: read at 38.3 µM for the half of the compounds with a filed dose; 0% is about no effect
Pf growth 96h = P. falciparum growth inhibition at 96 hours; 320,000 tested, 6.9% active; AID 504834; P. falciparum luciferase reporter growth, 96 h; Potency, µM (titrated, usually from 28.7 µM), for inactives: top-dose activity change, negative = inhibition, most hits filed as inhibitors; note: potency is the fitted concentration of half-maximal effect; % is set by controls: 0 for no effect and ±100 for the full control effect
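P. falciparum expressing integrated firefly luciferase grown in erythrocytes (2% hematocrit, 0.05% parasitemia final) with compounds for 96 hours at 37 C, 5% CO2. Growth inhibition read as loss of luminescence after adding luciferase detection reagent.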
HCV inhibitor = blocks hepatitis C virus; Huh7.5.1 HCVcc-Cre infection, luciferase reporter, 44 h; Potency, µM (top dose mostly 41.8 µM), inactives show at the top dose activity change, negative = inhibition, actives largely listed as inhibitors; 340,000 tested, 3.4% active; note: potency is the fitted concentration of half-maximal effect; % is set by controls: 0 for no effect and ±100 for the full control effect
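Infectious HCVcc-Cre (~0.5 moi) was added to cells just after compound, with cells seeded 4 h earlier at 1,000 per well. Luciferase activity after 44 h culture reported infection; substrate was incubated 15 min at room temperature before reading.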
Shiga inhibitor = inhibitors of Shiga toxin in Vero cells; Vero cells, Shiga toxin protein synthesis inhibition reporter; inhibition, % at 38.7 µM; 290,000 tested, 9.2% active; in the data active = inhibition mostly above about 28%, no sharp cut-off; inactive = mostly below about 43%; note: 0% is about no effect
FBPA Giardia inh = blocks Giardia fructose-bisphosphate aldolase activity; purified Giardia FBPA; Potency, µM (series often up to 59.6 µM), for inactives: top-dose activity, negative = inhibition, actives largely listed as inhibitors; 290,000 tested, 0.71% active; AID 2451; note: potency is the fitted concentration of half-maximal effect; % is set by controls: 0 for no effect and ±100 for the full control effect; nearly all actives have a fitted effect of over 55% in size
Target sequence (A8B2U2 whole entry, looked up): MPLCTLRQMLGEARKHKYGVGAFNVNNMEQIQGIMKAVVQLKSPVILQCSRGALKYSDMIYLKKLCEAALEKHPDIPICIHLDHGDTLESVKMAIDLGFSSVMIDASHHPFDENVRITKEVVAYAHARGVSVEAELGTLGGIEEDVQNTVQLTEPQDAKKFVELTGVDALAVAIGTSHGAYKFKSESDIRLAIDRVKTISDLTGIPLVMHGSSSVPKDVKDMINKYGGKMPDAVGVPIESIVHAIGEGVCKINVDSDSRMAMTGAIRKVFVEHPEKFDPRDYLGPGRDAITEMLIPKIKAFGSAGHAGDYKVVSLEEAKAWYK
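40 nM FBPA preincubated 10 min at RT with compound (up to 57.5 uM final), then substrate plus GAPDH/TPI/NAD/arsenate coupling and diaphorase/resazurin added. Fluorescence read after 20 min at RT, 525/598 nm.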
Pf growth 48h = P. falciparum growth inhibition at 48 hours (one generation). Potency, µM (highest dose often 28.7 µM), inactives show at the top dose activity change, negative = inhibition, most hits filed as inhibitors. P. falciparum luciferase growth in erythrocytes, 48 h. AID 504832. 310,000 tested, 5.9% active; note: potency is the fitted concentration of half-maximal effect; % is set by controls: 0 for no effect and ±100 for the full control effect
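Erythrocytes infected with P. falciparum carrying an integrated firefly luciferase reporter (2% hematocrit, 0.1% parasitemia final) were exposed to compounds in RPMI 1640 with 0.5% Albumax at 37 C, 5% CO2. Growth inhibition was scored as reduced luminescence.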
Starred values were filed as active, the others as inactive; i = inactive; ? = inconclusive; nt = not tested or not shown; & = joins results of further samples; [ ] = dose if it differs, or a comment. Unless noted, calls come from the whole dose curve; as a rule, active = well fitted curve in the direction sought with a large enough effect; inconclusive = small, poorly fitted or top-dose-only effect, or another doubt; inactive = no such curve, though single readings can be large; an effect the other way counts as inactive or inconclusive. Compounds were not picked by outcome; about 24% have a hit in one of these screens.

1) Cc1cc(C)c2nc(NC(=O)c3ccc4c(=O)n5c(nc4c3)CCCCC5)sc2c1
2) Cc1noc(C)c1COc1ccc(C(=O)OCC(=O)NCCN2C(=O)CSC2=O)cc1
3) CCN1CCN(c2cc(C)c3cc(NC(=O)c4ccc(Br)o4)ccc3n2)CC1
4) Nc1nonc1-c1noc(CCCOc2ccc(Cl)cc2Cl)n1
5) CC(=O)N1c2ccc(S(=O)(=O)NC(CC(=O)O)c3ccc(Br)cc3)cc2CC1C (stereo unspecified)
6) CCCCn1c(O)c(C(CC)=Nc2ccc(OC)cc2OC)c(=O)[nH]c1=O

Assay by compound	1	2	3	4	5	6
CHX counter	-2	1	15*	1	2	-3
Pf growth 96h	?	-13%	25%	5.2µM*	18%	37%[activator]
HCV inhibitor	?	15%	?	?	13%	?
Shiga inhibitor	-11	20	102	-3	-6	-18
FBPA Giardia inh	0%	7%	-19%	-5%	11%	-2%
Pf growth 48h	-7%	-1%	2.3µM*	-23%	10%	19%

7) CC1C(=O)Nc2ccc(S(=O)(=O)NCc3ccc(Cl)cc3)cc2NC1=O (stereo unspecified)
8) CCOC(=O)C1CCN(C(c2cccc(OC)c2)c2sc3nc(C)nn3c2O)CC1 (stereo unspecified)
9) CCN(CC(=O)Nc1ccc(NC(C)=O)cc1)C(=O)CN1C(=O)NC2(CCCC2)C1=O
10) O=C(CNc1cccc([N+](=O)[O-])c1)N/N=C/c1ccc(F)cc1
11) Cc1cc(C)c(Nc2ncccc2C(=O)O)c(C)c1
12) Cc1cc(C)c(C(=O)C(C)OC(=O)C2=COCCO2)cc1C (stereo unspecified)

Assay by compound	7	8	9	10	11	12
CHX counter	0	-2	nt	-7	-2	5
Pf growth 96h	3%	?	32%[activator]	-16%	16%	-2%
HCV inhibitor	8%	14%	9%	-5%	6%	-4%
Shiga inhibitor	-7	-3	nt	-5	-19	14
FBPA Giardia inh	8%	-5%	nt	0%	-3%	nt
Pf growth 48h	-5%	?	34%[activator]	?	9%	-8%

13) CC(=O)COc1cc2c(-c3cc4ccccc4o3)cc(=O)oc2cc1C
14) COc1ccccc1C1C2=C(N=c3s/c(=C/c4cccc(OCC(=O)O)c4)c(=O)n31)c1ccccc1CC2 (stereo unspecified)
15) Cc1cc2c(ncn2Cc2ccccc2)c(NS(C)(=O)=O)c1C
16) Clc1cccc(OCCCCCN2CCOCC2)c1
17) O=C(CSCC(=O)N1CCCCC1)Nc1nc(-c2cccs2)cs1
18) O=C(NC1CCN(C(=O)c2ccccc2Br)CC1)c1ccccc1

Assay by compound	13	14	15	16	17	18
CHX counter	-2	-2	-1	2	20*	-3
Pf growth 96h	?	?	?	?	32%	11%
HCV inhibitor	?	?	-23%	-14%	1%	2%
Shiga inhibitor	16	-13	16	2	108	-6
FBPA Giardia inh	-9%	-13%	-4%	0%	-5%	5%
Pf growth 48h	0%	10µM*	?	6%	nt	-30%

19) CCOC(=O)C1CCCN(C(=S)NC(=O)c2cc(Br)ccc2Cl)C1 (stereo unspecified)
20) COc1cc(NC(=O)c2cccs2)c(OC)cc1NC(=O)CCn1nnc2ccccc21
21) CCCCCn1c(=O)[nH]c2cc(C(=O)NCCCN3CCC(C)CC3)ccc2c1=O
22) CCCCN(C(=O)CCC(=O)O)C1CC(=O)N(c2ccc(OCCC)cc2)C1=O (stereo unspecified)
23) Cc1cc(C(=O)N/N=C/c2ccccc2Br)no1
24) O=C(N/N=C/c1ccco1)C1CC(=O)N(c2ccccc2)C1 (stereo unspecified)

Assay by compound	19	20	21	22	23	24
CHX counter	nt	-2	3	-1	36*	-3
Pf growth 96h	77%[activator]	21%	?	8%	0%	19%
HCV inhibitor	16%	-10%	4.5µM*	4%&14%	20%	12%
Shiga inhibitor	nt	-10	-10	-4	60*	-9
FBPA Giardia inh	nt	-1%	7%	1%	1%	5%
Pf growth 48h	44%[activator]	-25%	?	0%	73%[activator]	6%

25) Cc1c(C(=O)N2CC(C)OC(C)C2)oc2ccccc12 (stereo unspecified)
26) CCOC(=O)c1c(NC(=O)CSc2nnc(CNc3ccc(F)cc3)o2)sc(C)c1C
27) COc1ccc(CN(CC(=O)NCc2ccc(F)cc2)C(=O)CCC(=O)Nc2nccs2)cc1
28) COc1ccccc1N1C(=O)c2ccc(C(=O)Nc3cccc(C(C)=O)c3)cc2C1=O
29) O=C(CN1C(=O)NC2(CCc3ccccc32)C1=O)NCC(F)(F)F (stereo unspecified)
30) O=C(CCCN1C(=O)c2cccc3cccc(c23)C1=O)N1CCN(c2ncccn2)CC1

Assay by compound	25	26	27	28	29	30
CHX counter	-2	-2	-7	-2	-7	-1
Pf growth 96h	-15%	13%	4.7µM*	31%[activator]	0%	?
HCV inhibitor	-22%	-23%	14%	-12%	18%	-22%
Shiga inhibitor	-4	-11	-9	-6	-6	46
FBPA Giardia inh	4%	-5%	1%	3%	-9%	2%
Pf growth 48h	?	?	11%	-7%	17%	?

31) CC(c1ccc(O)cc1)(c1ccc(O)cc1)c1ccc(CCBr)cc1
32) Cc1cccc(-n2ncc3c2CCCC3NC(=O)C2(C(N)=O)CC2)c1C (stereo unspecified)
33) O=C(NOCc1ccccc1)c1ccc([N+](=O)[O-])cc1
34) O=C(NCc1cccs1)c1cccc(Nc2nc3ccc(Br)cc3[nH]2)c1
35) CCc1ccc(OCC(=O)OCC(=O)c2c(N)n(C)c(=O)n(C)c2=O)cc1
36) O=C(Nc1ccc(O)cc1)c1ccc2c(c1)C(=O)N(Cc1ccco1)C2=O

Assay by compound	31	32	33	34	35	36
CHX counter	-5	-2	nt	10	1	-3
Pf growth 96h	-19%	?	320%[activator]	-9%	?	-16%
HCV inhibitor	?	1.6µM*	-2%	-18%	-9%	0%
Shiga inhibitor	-2	-3	nt	11	-9	-8
FBPA Giardia inh	-7%	nt	nt	4%	-10%	9%
Pf growth 48h	6%[0.00184 µM]	7%	210%[activator]	-8%	-16%	19%

37) NC(=O)c1cc(Br)cc2c3c([nH]c12)CCCC3
38) Cc1cc(=O)oc2cc(OCCc3ccccc3)ccc12
39) Cc1ccc(SCCC(=O)OCC(=O)Nc2ncc(Cl)cc2Cl)cc1
40) Cc1ccc2occ(CN3CCN(c4ccccc4)CC3)c(=O)c2c1
41) CC(C)Oc1ccc(C(=O)NCCNC(=O)c2ccco2)cc1
42) CCCCNC(=O)O[C@@H]1C[C@H]2CCC(=O)N3CC[C@@H](C1)[C@@H]23

Assay by compound	37	38	39	40	41	42
CHX counter	18	42*	-7	3	29	-3
Pf growth 96h	122%[activator]	153%[activator]	24%	26%	-12%	-2%
HCV inhibitor	?	?	3%	-12%	-1%	2%
Shiga inhibitor	-11	83*	-8	8	19	-6
FBPA Giardia inh	0%	12%	-3%	-14%	-3%	0%
Pf growth 48h	75%[activator]	106%[activator]	nt	5%	-11%	8%

43) Brc1ccc(-c2csc3[n+]2CCCCC3)cc1
44) CN(CC(=O)Nc1ccccc1Cl)C(=O)COC(=O)c1nc(Cl)ccc1Cl
45) CC(Oc1ccc(Cl)cc1Cl)C(=O)Nc1ccc2oc(-c3ccncc3)nc2c1 (stereo unspecified)
46) COc1cccc(NC(=O)Nc2ccccc2C(N)=O)c1
47) NC(=O)CSc1nc2ccccc2n1-c1ccccc1
48) CCn1c2ccccc2c2n[nH]c(=S)nc21

Assay by compound	43	44	45	46	47	48
CHX counter	-3	nt	-4	27*	-5	-4
Pf growth 96h	?	5%	-12%	111%[activator]	9.3µM*	-1%
HCV inhibitor	-5%	1%	7.1µM*	5%	-17%	2%
Shiga inhibitor	-12	nt	-9	35	-7	-2
FBPA Giardia inh	6%	nt	-1%	-2%	-3%	7%
Pf growth 48h	?	-2%	-18%	9%	-16%	13%[0.00184 µM]

49) COc1cc(/C=N\NC(=O)c2ccc(-c3ccccc3)cc2)cc(Br)c1O
50) CCOC(=O)c1oc2ccccc2c1NC(=O)COc1ccc(F)cc1
51) CC1(C)CC(=O)C=C(NCCO)C1
52) Cc1ccc(S(=O)(=O)Oc2ccccc2/C=N/NC(=O)c2nn(C)cc2[N+](=O)[O-])cc1
53) C/C(=N\NC(=O)c1cccc(S(=O)(=O)Nc2ccc(C)cc2C)c1)c1ccncc1
54) CCOC(=O)c1nnn(-c2nonc2N)c1-c1cccc2ccccc12

Assay by compound	49	50	51	52	53	54
CHX counter	1	12	-4	-1	nt	-2
Pf growth 96h	2%	-29%	?	-29%	?	5.2µM*
HCV inhibitor	?	-14%	2%	-14%	?	-5%
Shiga inhibitor	-25	10	10	-12	nt	-13
FBPA Giardia inh	nt	9%	4%	1%	nt	-10%
Pf growth 48h	-20%	47%[activator]	4%	10%	-3%	3.3µM*

55) O=C1COc2ccc(C(=O)COC(=O)c3nc(Cl)ccc3Cl)cc2N1
56) COc1cc(/C=C/C(=O)OCC(=O)NC(=O)NC2CCCCC2C)ccc1OC(F)F (stereo unspecified)
57) CCOC(=O)c1c(C)[nH]c(C(=O)COc2ccc3c(c2)OCO3)c1C
58) Cc1ccc(CCNC(=O)CN(C)S(=O)(=O)c2cnc[nH]2)cc1
59) CCOC(=O)NC(NCc1cccc(C(F)(F)F)c1)(C(F)(F)F)C(F)(F)F
60) CCn1cc(C(=O)Nc2ccccc2C(=O)OC)c(=O)c2ccc(C)nc21

Assay by compound	55	56	57	58	59	60
CHX counter	nt	nt	18	0	2	51*
Pf growth 96h	72%[activator]	?	37%[activator]	?	-8%	-26%
HCV inhibitor	-11%	14%	?	23%	9%	nt
Shiga inhibitor	nt	nt	17	-8	-5	145*
FBPA Giardia inh	nt	nt	-3%	-1%	-1%	-3%
Pf growth 48h	8%	?	1%	-14%	22%	i

61) CCC(C(=O)N1CCOCC1)n1c2ccccc2c2nc(=O)cc(C)n21 (stereo unspecified)
62) Cc1ccc(NC(=O)CCN2C(=O)NC3(CCCC3)C2=O)cc1
63) CC(CN1CCCC1)C(=O)NN (stereo unspecified)
64) Cc1ccc(NC(=O)c2cc(NC(=O)c3ccco3)ccc2N2CCCCC2)cc1

Assay by compound	61	62	63	64
CHX counter	-8	nt	-1	-1
Pf growth 96h	1%	4%	0%	-29%
HCV inhibitor	12%	16%	11%	?
Shiga inhibitor	0	nt	-10	10
FBPA Giardia inh	nt	nt	4%	1%
Pf growth 48h	-2%	3%	8%	6.6µM*

Among those listed so far, 8 contain a Cl atom:
4) Nc1nonc1-c1noc(CCCOc2ccc(Cl)cc2Cl)n1
7) CC1C(=O)Nc2ccc(S(=O)(=O)NCc3ccc(Cl)cc3)cc2NC1=O (stereo unspecified)
16) Clc1cccc(OCCCCCN2CCOCC2)c1
19) CCOC(=O)C1CCCN(C(=S)NC(=O)c2cc(Br)ccc2Cl)C1 (stereo unspecified)
39) Cc1ccc(SCCC(=O)OCC(=O)Nc2ncc(Cl)cc2Cl)cc1
44) CN(CC(=O)Nc1ccccc1Cl)C(=O)COC(=O)c1nc(Cl)ccc1Cl
45) CC(Oc1ccc(Cl)cc1Cl)C(=O)Nc1ccc2oc(-c3ccncc3)nc2c1 (stereo unspecified)
55) O=C1COc2ccc(C(=O)COC(=O)c3nc(Cl)ccc3Cl)cc2N1

Assay by compound	4	7	16	19	39	44	45	55
CHX counter	1	0	2	nt	-7	nt	-4	nt
Pf growth 96h	5.2µM*	3%	?	77%[activator]	24%	5%	-12%	72%[activator]
HCV inhibitor	?	8%	-14%	16%	3%	1%	7.1µM*	-11%
Shiga inhibitor	-3	-7	2	nt	-8	nt	-9	nt
FBPA Giardia inh	-5%	8%	0%	nt	-3%	nt	-1%	nt
Pf growth 48h	-23%	-5%	6%	44%[activator]	nt	-2%	-18%	8%
